Assay outcomes as filed in PubChem BioAssay.
GluA2 TARP mod = modulates AMPAR-stargazin complexes. HEK293 GluA2+stargazin, membrane potential dye (FDSS), glutamate EC50; hits were called plate by plate, in both directions. O88602+P19491. hit rate 3.5% among 40,000. calls only at 30 µM;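 active = any of four per-well response measures lying three or more SD from its plate-wide compound average, in either direction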
Target sequence (O88602 whole entry, looked up): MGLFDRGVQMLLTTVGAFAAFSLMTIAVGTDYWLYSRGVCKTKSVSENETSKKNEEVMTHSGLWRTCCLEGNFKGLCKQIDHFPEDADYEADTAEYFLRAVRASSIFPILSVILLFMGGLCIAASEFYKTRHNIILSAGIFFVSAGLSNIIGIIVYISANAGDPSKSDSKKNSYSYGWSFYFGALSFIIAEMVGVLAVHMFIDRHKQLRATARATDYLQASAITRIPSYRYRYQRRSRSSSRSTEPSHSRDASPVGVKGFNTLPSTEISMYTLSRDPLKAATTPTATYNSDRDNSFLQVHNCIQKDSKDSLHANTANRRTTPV
Target sequence (P19491 whole entry, looked up): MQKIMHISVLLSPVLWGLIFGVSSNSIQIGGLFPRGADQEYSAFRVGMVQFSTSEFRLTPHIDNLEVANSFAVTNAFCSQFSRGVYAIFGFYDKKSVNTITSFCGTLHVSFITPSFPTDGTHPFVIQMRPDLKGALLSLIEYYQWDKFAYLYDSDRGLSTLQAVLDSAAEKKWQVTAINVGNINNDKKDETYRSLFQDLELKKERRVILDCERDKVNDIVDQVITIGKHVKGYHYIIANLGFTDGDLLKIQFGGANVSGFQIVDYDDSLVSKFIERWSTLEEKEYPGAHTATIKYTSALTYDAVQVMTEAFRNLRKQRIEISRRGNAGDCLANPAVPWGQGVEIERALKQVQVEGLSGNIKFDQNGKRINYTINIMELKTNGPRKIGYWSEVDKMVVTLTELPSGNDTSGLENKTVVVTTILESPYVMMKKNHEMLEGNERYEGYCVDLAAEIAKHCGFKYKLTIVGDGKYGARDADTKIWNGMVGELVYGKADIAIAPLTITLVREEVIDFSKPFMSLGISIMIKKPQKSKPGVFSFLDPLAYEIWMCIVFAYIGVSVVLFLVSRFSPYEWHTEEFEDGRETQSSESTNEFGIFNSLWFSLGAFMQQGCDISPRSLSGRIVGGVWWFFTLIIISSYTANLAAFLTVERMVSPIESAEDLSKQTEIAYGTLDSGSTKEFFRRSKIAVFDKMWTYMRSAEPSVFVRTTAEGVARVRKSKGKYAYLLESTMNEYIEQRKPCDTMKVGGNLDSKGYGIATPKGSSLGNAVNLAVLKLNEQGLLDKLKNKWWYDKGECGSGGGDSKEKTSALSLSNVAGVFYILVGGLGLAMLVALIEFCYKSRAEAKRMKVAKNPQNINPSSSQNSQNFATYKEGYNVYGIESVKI
GluA2 TARP mod agonism max-min = further read-out of GluA2 TARP mod, marked with its call; compound max-min signal; compound-alone response (agonism);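 unitless range of fluorescence divided by baseline over first 100 seconds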
GluA2 TARP mod glutamate slope = second read-out of GluA2 TARP mod, no call of its own (marks repeat the call); glutamate slope, % of max; measured here: glutamate response slope, % max;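 scaled per plate between vehicle wells and maximal 1 mM glutamate control wells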
The depositor's hits bear a star; i = inactive; + = active, no number. These rows are one share of the data. The share of hits here may be higher or lower than overall.

SMILES	GluA2 TARP mod	GluA2 TARP mod agonism max-min	GluA2 TARP mod glutamate slope
O=C(c1ccccc1F)N1CCC(CNS(=O)(=O)c2ccc(C(F)(F)F)cc2)CC1	i	0.048	41
O=S(=O)(c1ccc2nncn2c1)N(Cc1cc(F)cc(F)c1)c1cccc(F)c1	i	0.099	56
O=C(NCc1cccs1)C(=O)Nc1ccc2c(c1)OCCO2	i	0.053	59
COc1ccccc1CCNC(=O)C(=O)NCCC1CCCCN1S(=O)(=O)c1ccccc1 (centres undefined)	i	0.054	78
COCCNC(=O)c1cc2c(=O)n3cc(C)ccc3nc2n1C	i	0.17	47
COC(=O)C1CCN(c2ccnc3c2c(=O)n(C)c(=O)n3C)CC1	i	0.067	50
CCN(CC)c1ccc(C2C3=C(CC(C)(C)CC3=O)Nc3[nH]c(=S)[nH]c(=O)c32)cc1 (centres undefined)	i	0.066	29
CCC(C)NCC(O)COC1CC2CCC1(C)C2(C)C (centres undefined)	i	0.093	58
CC1CC(C)CN(CC(O)COCCOc2ccc(Cl)cc2)C1 (centres undefined)	i	0.071	40
COCCn1c(-c2ccc([N+](=O)[O-])cc2)nc2sc3ccccc3c(=O)c2c1=O	+	0.25*	58*
COC(=O)c1ccc(-c2c(Nc3ccccc3C)oc3c2c(=O)n(C)c(=O)n3C)cc1	i	0.16	63
COc1cccc(CNC(=O)C2CCN(c3cc(OC)ncn3)CC2)c1	i	0.1	53
COc1ccc(C(CNC(=O)c2cccc([N+](=O)[O-])c2C)N2CCOCC2)cc1 (centres undefined)	+	0.076*	50*
O=C(Nc1cccc(-c2cnc3n2CCC3)c1)c1ccc2nc[nH]c2c1	+	0.26*	70*
CC1CCCCN1c1ccc(N2CCN(C(=O)c3cnccn3)CC2)nn1 (centres undefined)	i	0.1	51
COc1ccc(CNC(=O)CSc2ncc(S(=O)(=O)c3cccs3)c(N)n2)cc1	i	0.1	62
O=S(=O)(c1ccc(Cl)c(C(F)(F)F)c1)N1CCN(c2ccccc2F)CC1	i	0.082	59
CCCCOc1ccc(-c2cc3c(=O)n(Cc4nc(-c5ccccc5Cl)no4)ccn3n2)cc1	i	0.15	54
COc1cccc(NC(=O)Nc2cc(N3CCCS3(=O)=O)ccc2C)c1OC	i	0.1	61
COC(=O)CN(c1ccc(C)cc1)S(=O)(=O)c1ccc2nncn2c1	i	0.086	48
COc1ccc2nc(-c3cccc(NC(=O)Nc4ccc(F)cc4)c3)cn2n1	+	0.15*	55*
O=[N+]([O-])c1cccc(S(=O)(=O)NCC2COC3(CCCCC3)O2)c1 (centres undefined)	+	0.18*	88*
CCOC(=O)C(CC)Sc1ccnc2c1c(=O)n(C)c(=O)n2C (centres undefined)	i	0.057	50
COc1cc(NC(=O)Cc2cccc3ccccc23)ccc1N1CCCCC1=O	i	0.098	52
Cn1c(=O)c2c(SCc3ccc([N+](=O)[O-])cc3)ccnc2n(C)c1=O	i	0.039	45

Part of the list above, with the structure last:
GluA2 TARP mod | GluA2 TARP mod agonism max-min | GluA2 TARP mod glutamate slope | mol
+ | 0.076* | 50* | COc1ccc(C(CNC(=O)c2cccc([N+](=O)[O-])c2C)N2CCOCC2)cc1 (centres undefined)
+ | 0.26* | 70* | O=C(Nc1cccc(-c2cnc3n2CCC3)c1)c1ccc2nc[nH]c2c1
i | 0.1 | 51 | CC1CCCCN1c1ccc(N2CCN(C(=O)c3cnccn3)CC2)nn1 (centres undefined)

Complete entries as entered above.
Profile of COc1cc(NC(=O)Cc2cccc3ccccc23)ccc1N1CCCCC1=O → GluA2 TARP mod: i; GluA2 TARP mod agonism max-min: 0.098; GluA2 TARP mod glutamate slope: 52
Profile of O=S(=O)(c1ccc(Cl)c(C(F)(F)F)c1)N1CCN(c2ccccc2F)CC1 → GluA2 TARP mod: i; GluA2 TARP mod agonism max-min: 0.082; GluA2 TARP mod glutamate slope: 59

Additional structures follow:
SMILES	GluA2 TARP mod	GluA2 TARP mod agonism max-min	GluA2 TARP mod glutamate slope
COCCn1c(=O)c2c(nc3n(-c4ccccc4F)c(C)c(C)n23)n(C)c1=O	i	0.12	60
CCCc1c(C(=O)Nc2cc(OC)ccc2OC)nnn1-c1ccccc1	i	0.12	61
C=CCN1CC(c2nc3ccccc3n2Cc2ccccc2F)CC1=O (centres undefined)	i	0.098	45
COc1ccc(-n2nnnc2SC(C)C(=O)Nc2ccc(Cl)cc2)cc1 (centres undefined)	i	0.1	46
O=C(NCCCN1CCOCC1)C(=O)NC1CC1	i	0.052	40
COC(=O)c1ccc(C(=O)NCC(O)(c2ccco2)C2CC2)cc1 (centres undefined)	i	0.099	60
CCn1nnc2c(Nc3ccc(OC)c(OC)c3)ncnc21	i	0.1	67
CC(C)Sc1ccc(CC(=O)NCC2CCN(c3ccccn3)CC2)cc1	i	0.068	54
CN(C)CCCNC(=O)C(=O)Nc1c2c(nn1-c1cccc(Cl)c1)CSC2	i	0.041	72
O=C(Nc1sc2ccccc2c(=O)c1-c1ccc2c(c1)OCO2)c1ccco1	i	0.14	55
CN1CCc2c(sc(NC(=O)c3cc4ccccc4o3)c2-c2nc3ccccc3s2)C1	i	0.082	35
COc1cccc(CNC(=O)C(=O)Nc2c(C(N)=O)oc3ccccc23)c1	i	0.094	50
CCOC(=O)c1csc(NC(=O)CCCS(=O)(=O)c2ccccc2)n1	i	0.13	68
CC(=O)Nc1ccc(S(=O)(=O)N2CCN(c3ccc(C)c(C)c3)CC2)cc1	i	0.079	55
O=S(=O)(c1ccc(F)cc1)N1CCN(Cc2nnnn2-c2ccccc2)CC1	i	0.092	60
COc1ccc(C)cc1NC(=O)C(=O)Nc1nc2ccccc2s1	i	0.11	57
CCN1CCCc2cc(CCNC(=O)C(=O)Nc3cccc(Cl)c3C)ccc21	i	0.068	-9
CSc1nc2ccccc2n1C(=O)c1ccc(S(=O)(=O)N2CCCCC2)cc1	i	0.082	46
O=C(Nc1cccc(N2CCCCC2=O)c1)Oc1ccccc1	i	0.091	54
Cc1c(C(=O)NCCOc2ccc(F)cc2)cccc1[N+](=O)[O-]	i	0.082	54
Cc1nc(-n2cccc2)sc1C(=O)N1CCN(C2CCCCC2)CC1	i	0.074	48
O=C(NCc1ccsc1)C(=O)Nc1ccc2c(c1)OCO2	i	0.035	36
O=C(CSCc1ccccc1)NCC#CCN1CCc2ccccc2C1	i	0.06	60
COc1ccc(CCNC(=O)CSc2ncc(CO)n2Cc2ccccc2)cc1OC	i	0.057	76
COc1ccc(NC(=O)c2ccc(=O)n(CC(=O)Nc3cc(C)cc(C)c3)n2)cc1	i	0.039	49

The closing seven records of the section before open the next one:
SMILES	GluA2 TARP mod	GluA2 TARP mod agonism max-min	GluA2 TARP mod glutamate slope
O=C(Nc1cccc(N2CCCCC2=O)c1)Oc1ccccc1	i	0.091	54
Cc1c(C(=O)NCCOc2ccc(F)cc2)cccc1[N+](=O)[O-]	i	0.082	54
Cc1nc(-n2cccc2)sc1C(=O)N1CCN(C2CCCCC2)CC1	i	0.074	48
O=C(NCc1ccsc1)C(=O)Nc1ccc2c(c1)OCO2	i	0.035	36
O=C(CSCc1ccccc1)NCC#CCN1CCc2ccccc2C1	i	0.06	60
COc1ccc(CCNC(=O)CSc2ncc(CO)n2Cc2ccccc2)cc1OC	i	0.057	76
COc1ccc(NC(=O)c2ccc(=O)n(CC(=O)Nc3cc(C)cc(C)c3)n2)cc1	i	0.039	49
OC(COc1ccc(C2CCCCC2)cc1)CN1CCCCC1 (centres undefined)	i	0.066	63
CCS(=O)(=O)N1CCCc2cc(NC(=O)NCc3cccc4ccccc34)ccc21	i	0.12	58
O=C(NCC(O)(c1ccco1)C1CC1)c1ccccc1Br (centres undefined)	i	0.078	56
O=c1cc(CCl)c2cc(O)ccc2o1	i	0.17	65
CCOc1ccc(NC(=O)/C=C/c2cccc(C(F)(F)F)c2)cc1	i	0.14	56
Cc1ccc2c(c1)N(C(=O)Cn1c(=O)n(Cc3ccccc3)c(=O)c3nscc31)CCO2	i	0.11	48
COCC(=O)Nc1c2c(nn1CC(=O)NCC1CCCO1)CSC2 (centres undefined)	i	0.11	60
O=C(Nc1cccc2ccccc12)c1ccco1	i	0.085	68
Cc1ccsc1C(O)CNC(=O)C(=O)NCCC1=CCCCC1 (centres undefined)	i	0.13	49
Cn1cccc1C(O)CNC(=O)C(=O)Nc1ccon1 (centres undefined)	i	0.098	66
O=C(Nc1ccc2c(c1)OCCO2)c1ccc(=O)n(Cc2cccc([N+](=O)[O-])c2)c1	i	0.077	63
CC(O)CNc1nc2c(c(=O)[nH]c(=O)n2C)n1CC(O)COc1ccc(Cl)cc1 (centres undefined)	i	0.07	69
Cc1ccccc1COC(=O)c1nnn(-c2ccccc2)c1C	i	0.05	66
COC(=O)c1ccc(S(=O)(=O)N2CCCN(CCn3nc(C)cc3C)CC2)cc1	i	0.12	57
COc1ccc(OC)c(-c2ccc(=O)n(CC(=O)NC3CCCC3)n2)c1	i	0.074	96
COc1ccc(Cl)cc1S(=O)(=O)Cc1nc(-c2cccc(C(F)(F)F)c2)no1	i	0.11	47
O=C(c1ccccc1C(F)(F)F)N1CCN(c2ccc(-c3cccnc3)nn2)CC1	i	0.073	35
CCOC(CNc1ncnc2c1nnn2CC)OCC	i	0.098	57
CCCNS(=O)(=O)c1cc(C)c(OC)cc1C	i	0.11	57
CCOCCSc1nnc(-c2cn(CC)nc2OCC)n1C	i	0.041	27
COc1ccccc1C(=O)N1CCN(c2ccc(-c3ccc(C)c(C)c3)nn2)CC1	i	0.026	19
COc1ccc(C)c2sc(NCCN(C)C)nc12	i	0.049	41
Cc1ccc(S(=O)(=O)Nc2nc(CCC(=O)NCc3ccc(F)cc3)cs2)cc1	i	0.095	60
O=C(NCCOc1cccc(C(F)(F)F)c1)c1ccc(S(=O)(=O)N2CCCC2)cc1	i	0.13	66
Cc1ccc(C(CNC(=O)C(=O)Nc2cccc(C(F)(F)F)c2)N2CCOCC2)cc1 (centres undefined)	i	0.059	51
Next part
SMILES	GluA2 TARP mod	GluA2 TARP mod agonism max-min	GluA2 TARP mod glutamate slope
COc1ccc(Cl)cc1NC(=O)N(CCc1ccccc1)Cc1ccccn1	i	0.1	68
O=C(Cn1ccc2ccccc21)N1CCN(c2ccc(-c3cccs3)nn2)CC1	i	0.052	39
CC(C)c1nnc(C2CCN(C(=O)c3cc4ccccc4o3)CC2)o1	i	0.091	53
Cc1nccn1CC1CCN(S(=O)(=O)Cc2ccc(F)cc2)CC1	i	0.1	69
O=C(NCCOc1ccc2nnc(-c3cccc(F)c3)n2n1)Nc1ccc(Cl)cc1	i	0.09	59
O=c1cc(-c2ccccc2)oc2cc(Cl)ccc12	i	0.092	61
CN(C)S(=O)(=O)N1CCC2(CC1)CC(=O)c1ccccc1O2	i	0.057	60
COc1ccc(CCNC(=O)C2CCN(c3cc(Oc4ccccc4)ncn3)CC2)cc1OC	i	0.078	59
CC1CN(c2ncnc3c2cnn3CCNC(=O)c2ccc(S(=O)(=O)N(C)C)cc2)CC(C)O1 (centres undefined)	i	0.086	71
CC(=O)Nc1ccc(S(=O)(=O)NCC2CCN(Cc3ccco3)CC2)cc1	i	0.083	64
O=S(=O)(c1ccc(Cl)s1)N1CCN(c2ccc(-c3ccco3)nn2)CC1	i	0.041	35
COCCn1c(=NC(=O)C2CCCN(S(C)(=O)=O)C2)sc2cc(C)c(C)cc21 (centres undefined)	i	0.024	33
CN(C)S(=O)(=O)c1ccc(C(=O)N2CCC(c3cccs3)CC2)cc1	i	0.088	58
Cc1ccccc1Cn1c(C2CC(=O)N(Cc3ccc(F)cc3)C2)nc2ccccc21 (centres undefined)	i	0.089	60
COc1ccc(-c2nc3c(c(=O)c4ccccc4n3C)c(=O)n2CC(C)C)cc1	i	0.17	77
COCCn1c(-n2nc(C)c(C)c2C)nc2c1c(=O)n(C)c(=O)n2C	i	0.066	39
COc1ccc(OC)c(-c2ccc(SCC(=O)N3CCCC3)nn2)c1	i	0.04	59
COc1ccc(C(=O)N2C(=S)C(c3cc(OC)cc(OC)c3)=NC23CCCC3)cc1	i	0.14	49
COc1cccc(NC(=O)c2ccc(S(=O)(=O)c3ccccc3)nc2)c1	i	0.1	27
O=C(c1cc2ccccc2oc1=O)N1CCN(c2ccc(Nc3cccnc3)nn2)CC1	i	0.25	53
COC(=O)c1ccc(C(=O)Nc2sc3c(c2-c2nc4ccccc4s2)CCN(C)C3)cc1	i	0.11	59
COCCN1CCC(CNC(=O)c2ccc(Cl)c(Cl)c2)CC1	i	0.058	55
O=C(NCCc1ccccc1)C(=O)NCC1CCN(Cc2ccccc2)CC1	i	0.073	55
Cc1ccc(S(=O)(=O)N(CC(O)CN2CCOCC2)c2ccc(F)cc2)cc1 (centres undefined)	i	0.078	61
Cc1cc(NC(=O)Cn2c(=O)n(CC3CCC(C(=O)NC4CCCC4)CC3)c(=O)c3ccccc32)n[nH]1 (centres undefined)	i	0.11	72
Remaining list, next part.
SMILES	GluA2 TARP mod	GluA2 TARP mod agonism max-min	GluA2 TARP mod glutamate slope
Cc1c(C(=O)NCc2ccco2)c(C(F)(F)F)nn1C1CCN(C(C)C)CC1	i	0.077	66
CCN(CC)CCCN1C(=O)C(=O)/C(=C(/O)c2ccc(OC)c(C)c2)C1c1ccccn1 (centres undefined)	i	0.12	47
COc1ccc(Cl)cc1C(=O)Nc1cc(C(=O)N2CCC(C)CC2)cn(C)c1=O	i	0.083	53
CSc1ccccc1NC(=O)Cn1nc(-n2cccn2)ccc1=O	i	0.073	67
Cc1ccnc(NS(=O)(=O)c2ccc(NC(=O)c3ccc(S(=O)(=O)N4CCCC4)o3)cc2)n1	i	0.089	53
CCc1nnc(NC(=O)c2ccc(N3C(=O)c4ccccc4C3=O)cc2)s1	i	0.064	44
O=C(Cc1csc(Nc2ccc(Cl)cn2)n1)Nc1ccc2cn[nH]c2c1	i	0.16	53
CN(C)C(CNC(=O)c1ccc2c(c1)OCO2)c1cccn1C (centres undefined)	i	0.16	77
